aSyn yeast rescue: rescues yeast growth from alpha-synuclein toxicity; S. cerevisiae alpha-synuclein toxicity rescue, BacTiter-Glo growth, 24 h; Potency, µM (series often up to 46.1 µM), without a hit: at the highest dose growth rescue (activation), most hits filed as activators; 0.02% of 94,000 active; active means well fitted activation curve with a large enough effect; inconclusive means small, poorly fitted or top-dose-only effect; further: 0% is about no effect
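Growth restoration measured by BacTiter-Glo luminescence after 24 hr at 30 deg C; alpha-synuclein yeast, raffinose-pregrown to mid-log, were added at OD600=0.02 in galactose medium onto pinned compounds.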
The depositor's hits bear a star; u = inconclusive; & = joins results of further samples; [ ] = remark or other dose. Potency means the concentration at half of the fitted maximal effect.

| SMILES | aSyn yeast rescue |
| --- | --- |
| Nc1ccc(SCc2nc3cccc4c3n2CCC4)cc1 | 1.7% |
| Cc1cccc(NC(c2cccc(Cl)c2)c2ccc3cccnc3c2O)n1 (stereo not given) | -8.1% |
| COc1ccc(Cl)cc1NC(=O)c1cc(=O)c2cc(C)cc(C)c2o1 | 0.9% |
| CSc1nsc(N/N=C/c2ccccc2)c1C#N | -3.4% |
| Cc1cccc(-n2ncc3c(NNC(=O)c4ccccc4Cl)ncnc32)c1 | -4.6% |
| CCOC(=O)C1(Cc2ccccc2C(F)(F)F)CCN(Cc2ccon2)CC1 | 3.4% |
| C[C@@H]1CN([C@@H](C)CO)C(=O)CCCn2nncc2CO[C@@H]1CN(C)S(=O)(=O)c1ccc2c(c1)OCCCO2 | 4.6% |
| CSc1nc2sc3c(c2c(=O)n1-c1ccc(C)cc1)CCCC3 | 3.9% |
| O=C(NCCCNC(=O)c1cnccn1)c1cccc(F)c1 | 11.0% |
| CC1CCN(Cc2c(O)ccc3c(=O)c(-c4cccc(Cl)c4)c(C(F)(F)F)oc23)CC1 | 2.8% |

Continuation.
| SMILES | aSyn yeast rescue |
| --- | --- |
| COc1ccc(Nc2c(-c3ccc(OC)cc3)nc3cnccn23)cc1 | 9.5% |
| COc1cccc(C(=O)COC(=O)C2CC3CCCC(C2)C3=O)c1 (stereo not given) | 0.2% |
| Cc1cc(C)c(NC(=O)CN(C)S(=O)(=O)c2ccc3c(c2)CCC(=O)N3)c(C)c1 | -3.0% |
| CC(C)C1CCN(C(=O)C2CCC(=O)N(C3CCCCCC3)C2)CC1 (stereo not given) | 0.1% |
| COc1ccc(S(=O)(=O)NCCc2sc(-c3cccnc3)nc2C)cc1 | -2.8% |
| Cc1ccc(NC(=O)CCn2c(=O)[nH]c3ccsc3c2=O)cc1F | 1.5% |
| CC1CC(C)CN(C(=O)C(Cc2ccccc2)n2cccc2)C1 (stereo not given) | 2.2% |
| CC(=O)OCCN1C(=O)c2ccc(-c3nc4ccccc4c(=O)o3)cc2C1=O | -4.6% |
| Cc1ccc2nc(-c3ccc(NS(=O)(=O)c4ccccc4)cc3)sc2c1 | 12.1% |
| COc1cccc(C(=O)Nc2cccc(C(=O)OCc3cc(=O)n4c5c(sc4n3)CCCC5)c2)c1 | -5.4% |

Some of the entries above in a different format.
Cc1ccc(NC(=O)CCn2c(=O)[nH]c3ccsc3c2=O)cc1F
  aSyn yeast rescue: 1.5%

CC1CC(C)CN(C(=O)C(Cc2ccccc2)n2cccc2)C1 (stereo not given)
  aSyn yeast rescue: 2.2%

CC(=O)OCCN1C(=O)c2ccc(-c3nc4ccccc4c(=O)o3)cc2C1=O
  aSyn yeast rescue: -4.6%

Cc1ccc2nc(-c3ccc(NS(=O)(=O)c4ccccc4)cc3)sc2c1
  aSyn yeast rescue: 12.1%

(further entries)
| SMILES | aSyn yeast rescue |
| --- | --- |
| COc1ccc(OCC2c3cc(OC)c(OC)cc3CCN2C(=O)c2c(F)cccc2F)cc1 (stereo not given) | 3.1% |
| CCS(=O)(=O)N1CC(=O)N(c2ccccc2C)C(C)(C(=O)NC2CCCCC2)C1 (stereo not given) | 3.2% |
| CC(C)(C)c1ccc(OCCC(=O)Nc2cccc(S(=O)(=O)N3CCCC3)c2)cc1 | 2.7% |
| O=C(CN1C(=O)CCn2nc(-c3ccccc3)cc21)NCc1ccc(Cl)cc1 | -10.7% |
| O=C(Cn1c(=O)oc2cc(S(=O)(=O)NCc3ccccc3)ccc21)Nc1cccc(F)c1 | 4.2% |
| Cc1ccc(NC(=O)CN2C(=O)CC(c3ccco3)Sc3ccccc32)cc1Cl (stereo not given) | -4.5% |
| Cc1c(Cl)cccc1NC(=O)Cn1cc(C(=O)c2cccs2)c2ccccc21 | 1.9% |
| CCOC(=O)c1cc2c(=O)n3ccccc3nc2n(C)c1=NC(=O)c1c(-c2c(F)cccc2Cl)noc1C | 7.4%&-10.0% |
| O=C(CN1C(=O)CCc2cc(S(=O)(=O)N3CCOCC3)ccc21)NCc1ccc(F)cc1 | 4.6% |
| CCC(Sc1ncc(S(=O)(=O)c2ccc(Cl)cc2)c(=O)[nH]1)C(=O)Nc1ccc(OC)cc1 (stereo not given) | 1.4% |

Carrying on:
| SMILES | aSyn yeast rescue |
| --- | --- |
| O=C(CSCC(=O)OCC(=O)N1CCN(C(=O)c2ccco2)CC1)Nc1ccc(Cl)cc1 | -4.3% |
| COc1ccc(S(=O)(=O)N(CC(=O)Nc2ccc(F)c(Cl)c2)c2ccc(C)cc2)cc1OC | 6.5% |
| CNC(=S)N(C1=NCC(c2ccc([N+](=O)[O-])cc2)S1)c1ccccc1 (stereo not given) | 12.5% |
| CCc1nnc(SCc2cc(C)ccc2C)c2cc3sc(C)cc3n12 | 0.6% |
| C/C(=N\NC(=O)c1ccc(Cn2cc(Br)cn2)o1)c1cccc(NC(=O)C(C)C)c1 | 1.6% |
| Cc1cc(C)c(S(=O)(=O)Nc2ccc3oc4c(c3c2)C(=O)CC(C)(C)C4)cc1C | 6.5% |
| CC(=O)Nc1ccc(NC(=O)CCCN2C(=O)C(c3ccccc3)Oc3cccnc32)cc1 (stereo not given) | -10.7% |
| Cc1cc2ncn(CC3CC3(Cl)Cl)c2cc1C (stereo not given) | 4.8% |
| COc1ccccc1NC(=O)N1CCN(Cc2ccc3c(c2)OCO3)CC1 | 4.9% |
| CCOc1ccc(NC(=S)NCc2cccnc2)cc1 | -1.4% |

Further records
| SMILES | aSyn yeast rescue |
| --- | --- |
| Cc1cccc(C)c1Nc1nn2c(=O)c3cc4c(cc3nc2s1)OCO4 | 2.5% |
| CSc1nc(=O)n2cc(C)ccc2n1 | -9.7% |
| COc1ccc(-c2cc(C(=O)NNC(=O)c3csc(N4CCOCC4)n3)c3ccccc3n2)cc1OC | 5.8% |
| CC(=O)OCC1=C(C(=O)O)N2C(=O)[C@@H](NC(=O)Cc3ccccc3)[C@H]2SC1 | -4.2% |
| CCCCOc1ccc(CNC(=O)c2cnc3sc(N4CCC(C)CC4)nn3c2=O)cc1 | -14.1% |
| COc1cccc(Nc2sc(C(=O)c3ccc(F)cc3)c(N)c2C(=O)NCc2ccc(Cl)cc2)c1 | 9.6% |
| CC1CCN(C(c2ccc(F)cc2)c2sc3nc(-c4ccco4)nn3c2O)CC1 (stereo not given) | 8.9% |
| O=C(Nc1cccc(-c2nc3ccccc3o2)c1)c1cccc(Br)c1 | -38.6%[inhibitor] |
| Cc1cc(-c2nc(C)c(-c3nnc(SCC(=O)Nc4ccc(Cl)cc4)n3C)s2)no1 | -4.1% |
| CCc1cccc(C)c1NC(=O)CSc1nc2ccncc2[nH]1 | -0.9% |

(cont.)
| SMILES | aSyn yeast rescue |
| --- | --- |
| CCc1cccc(NC(=O)CNS(=O)(=O)c2ccc3nc(C)sc3c2)c1 | 2.9% |
| CN(CC(=O)Nc1cccc(F)c1)C(=O)CCNC(=O)c1ccco1 | 13.9% |
| Cc1c(C(C)C)c(=O)n(-c2ccc(S(=O)(=O)N3CCOCC3)cc2)n1C | -1.5% |
| CCOC(=O)Cn1c(=O)n(-c2ccccc2OC)c2nc(-c3ccccc3F)nc(C(N)=O)c21 | 5.4% |
| COc1ccc(-c2cc(C(F)(F)F)n3nc(C(=O)Nc4sc5c(c4C(=O)OC(C)C)CCCC5)cc3n2)cc1OC | -3.8% |
| O=C(CNC(=O)c1cccs1)c1ccc(Cl)cc1 | 3.0% |
| COc1cccc(NC(=O)Cn2c(=O)n(CCCC(=O)NCc3ccc4c(c3)OCO4)c(=O)c3ccccc32)c1 | -0.4% |
| O=C1CCC(=O)N1CCSC(=S)N1CCOCC1 | 1.7% |
| Cn1c(=O)c2c(nc(Oc3ccccc3Br)n2C)n(C)c1=O | 14.7% |
| CSc1cccc(NC(=O)CC(C)n2ccnc2)c1 (stereo not given) | 6.0% |

(cont.)
| SMILES | aSyn yeast rescue |
| --- | --- |
| Cc1ccccc1NC(=O)C(C)Sc1nnc(CN2CCCC2)n1Cc1ccccc1 (stereo not given) | 5.3% |
| O=C(NCc1ccccc1F)C(=O)NCC1CCCN1S(=O)(=O)c1ccccc1 (stereo not given) | -0.4% |
| COc1ccc(NC2c3ccccc3C(=O)N2c2cccnc2)cc1Cl (stereo not given) | -4.5% |
| COc1cccc(NC(=O)Cn2nnc(-c3nc(-c4ccccc4)no3)c2N)c1 | -11.8% |
| C/C(=N\NC(=O)Cn1cc([N+](=O)[O-])cn1)c1ccc(O)cc1 | 3.5% |
| CCOc1ccc(OCCC(=O)N(CCC2=CCCCC2)c2c(N)n(Cc3ccccc3)c(=O)[nH]c2=O)cc1 | -8.4% |
| O=C(O)CCCn1cc(NC(=O)COc2ccc(F)cc2)cn1 | 2.8% |
| Cc1noc(C)c1COc1ccccc1C(=O)NCCc1ccccc1 | 5.9% |
| O=C(Nc1ccc2nn(-c3ccccc3)nc2c1)c1ccc(-c2cccc(Cl)c2)o1 | 3.4% |
| COc1ccc(CN(CC(=O)NCc2ccccc2)C(=O)CCC(=O)Nc2ccccn2)cc1 | -6.8% |

Following part
| SMILES | aSyn yeast rescue |
| --- | --- |
| COc1ccc(-c2noc(CCC(=O)NCc3ccc(C)cc3)n2)cc1 | -3.1% |
| COc1ccc(N2CCN(C(=O)c3cccc(-n4c(C)nc5cccnc54)c3)CC2)cc1 | 4.4% |
| COC(=O)N/N=C/c1ccc(/C=N/NC(=O)OC)cc1 | -1.1% |
| C[C@@H]1CN([C@@H](C)CO)C(=O)c2cc(-c3ccncc3)cnc2O[C@H]1CN(C)C(=O)c1cccc(F)c1 | -2.1% |
| CCOCCCNC(=O)C1CCN(S(=O)(=O)c2cc(Br)cc3c2N(C(=O)CC)CC3)CC1 | 3.3% |
| O=S(=O)(c1cc(Cl)ccc1Cl)n1cccn1 | 6.8% |
| CCOc1ccc(C2c3c(oc4ccccc4c3=O)C(=O)N2CCCN2CCOCC2)cc1OCC (stereo not given) | 0.0% |
| COC(=O)C1CCN(c2cc(=O)n(-c3ccc(OC)cc3)c(=O)[nH]2)CC1 | -1.2% |
| COc1ccc(CCNC(=O)Cc2c(C)c3c(cc(C)c4c(C)c(C)oc43)oc2=O)cc1OC | -4.5% |
| COc1cc(C(=O)OCCCN(C)C)cc(OC)c1OC | 3.0% |

Following part
| SMILES | aSyn yeast rescue |
| --- | --- |
| O=C(NNC(=O)C1COc2ccccc2O1)c1ccccc1O (stereo not given) | 1.2% |
| CCc1ccc(Oc2c(C(F)(F)F)oc3c(CN4CCC(C)CC4)c(O)ccc3c2=O)cc1 | 3.7% |
| O=C(Cc1ccccc1)N(Cc1cccnc1)c1nc2c(F)cccc2s1 | u |
| CC(C)CCNC(=O)Cn1cc2c(n1)CCCCC2 | 16.0% |
| Nc1cc(C(=O)N2CCN(c3ccccc3Cl)CC2)ccc1N1CC2CC(C1)c1cccc(=O)n1C2 (stereo not given) | 7.4% |
| O=c1/c(=C\c2cccc(O)c2)sc2nc(-c3ccccc3)c(-c3ccccc3)n12 | -3.6% |
| CNCCCOc1ccc(C)cc1OC | -1.8% |
| Cc1ccc(NC(=O)c2c(Nc3ccccc3C)sc(C(=O)c3ccccc3)c2N)cc1 | 5.5% |
| O=C(Nc1cc(Cl)cc(Cl)c1)c1ccc(F)c(S(=O)(=O)N2CCCCCC2)c1 | -12.1% |
| COc1cc(C)ccc1OCCSc1nc2ccc(NC(=O)c3ccccc3F)cc2s1 | -2.5% |

Other records follow.
| SMILES | aSyn yeast rescue |
| --- | --- |
| CCc1ccc(S(=O)(=O)c2nnn3c2nc(N2CCC(C)CC2)c2cc(Cl)ccc23)cc1 | 5.7% |
| CCOc1ccccc1C1C(C(=O)N2CCCCC2)=C(C)Nc2nc3ccccc3n21 (stereo not given) | -8.2% |
| CCOc1ccccc1C(=O)NCC(=O)NCC(c1ccco1)N1CCCCC1 (stereo not given) | -3.1% |
| O=C(Nc1ccc2nn(-c3ccccc3)nc2c1)c1cc2ccccc2o1 | -4.2% |
| COc1ccc(CCC(=O)NC2CCC(C)CC2)cc1 (stereo not given) | -4.0% |
| COc1ccc(N2CC(C(=O)NCc3nnnn3-c3ccc(C)c(C)c3)CC2=O)cc1 (stereo not given) | -1.5% |
| Cc1cccc(C(=O)NCCNC(=O)c2cnccn2)c1 | 7.3% |
| CCOC(=O)c1nc2sc3c(c2c(=O)n1C(C)C(=O)OCC)CCCC3 (stereo not given) | 19.5% |
| NS(=O)(=O)c1cccc(NC(=O)CCCNC(=O)c2ccc(Cl)cc2)c1 | -2.6% |
| COc1cc(CNc2ccc3[nH]c(=O)[nH]c3c2)cc(Br)c1OCc1ccccc1F | -4.3% |

(list continues)
| SMILES | aSyn yeast rescue |
| --- | --- |
| COc1cc2ccccc2cc1C(=O)N1CCN(c2ccccn2)CC1 | -5.0% |
| COC(=O)c1cccnc1-n1c(=O)c2cccnc2n(Cc2ccc([N+](=O)[O-])cc2)c1=O | 4.4% |
| Cc1ccc(C)c(NC(=O)Nc2nnc(N(CC(C)C)CC(C)C)s2)c1 | -1.1% |
| COc1cc(NC(=O)c2ccc(C(C)(C)C)cc2)c(OC)cc1NC(=O)CN1CCCCC1 | 1.3% |
| CCn1c(C)c(C)c2cc(C(=O)N3CCN(c4cccc(C)c4C)CC3)ccc21 | 22.7% |
| CC(=O)/C=C(\C)N=Nc1c(O)[nH]c2ccccc12 | 0.6% |
| CC(Sc1nnc(-c2cccnc2)n1C)C(=O)N1CCOCC1 (stereo not given) | -8.6% |
| CC(C)(C)NC(=O)/C(=C/c1ccccc1F)NC(=O)c1ccc([N+](=O)[O-])cc1 | -38.4%[inhibitor] |
| Cc1c(CNC(=O)c2c([N+](=O)[O-])cnn2C)cnn1C | -9.1% |
| Cc1ccc(-n2ncc3c(N(C)C)ncnc32)cc1Cl | -15.6% |
| Cc1ccc(S(=O)(=O)Nc2cc(Cl)c3oc4c(c3c2)C(=O)CC(C)(C)C4)cc1 | -1.4% |
| Nc1nccc2c1ncn2C1OC(CO)C(O)C1O (stereo not given) | -6.7% |
| CC(=O)NCCC(=O)Nc1nc2ccc(Oc3ccccc3)cc2s1 | -6.7% |

Source: PubChem BioAssay

Not all compounds are listed (hit frequency here may not be typical).
